TRHR PAM = TRH receptor (human) allosteric enhancement; actives 0.66% (n = 360,000); enhancement, % at 2 µM; TRHR cells, fluo-8 calcium fluorescence, EC20 TRH enhancement; P34981; in the data active = enhancement above about 30%; also: 0% is about no effect
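TRHR-expressing cells loaded with fluo-8 calcium dye were read kinetically (ex 480/em 530) during compound addition, then stimulated with an EC20 of TRH (10 nM final). Enhancement of the Gq-mediated intracellular calcium response was scored.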
D2 potentiator = positively modulates the human D2 dopamine receptor allosterically; HEK293 T-REx D2, calcium flux, EC20 dopamine potentiation; potentiation, % at 10 µM; AID 485347; actives 0.34% (n = 340,000); P14416;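 active = potentiation over 3 SD above the plate norm, cut at about 30% in these data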; also: 0% is about no effect
Target sequence (P14416 whole entry, looked up): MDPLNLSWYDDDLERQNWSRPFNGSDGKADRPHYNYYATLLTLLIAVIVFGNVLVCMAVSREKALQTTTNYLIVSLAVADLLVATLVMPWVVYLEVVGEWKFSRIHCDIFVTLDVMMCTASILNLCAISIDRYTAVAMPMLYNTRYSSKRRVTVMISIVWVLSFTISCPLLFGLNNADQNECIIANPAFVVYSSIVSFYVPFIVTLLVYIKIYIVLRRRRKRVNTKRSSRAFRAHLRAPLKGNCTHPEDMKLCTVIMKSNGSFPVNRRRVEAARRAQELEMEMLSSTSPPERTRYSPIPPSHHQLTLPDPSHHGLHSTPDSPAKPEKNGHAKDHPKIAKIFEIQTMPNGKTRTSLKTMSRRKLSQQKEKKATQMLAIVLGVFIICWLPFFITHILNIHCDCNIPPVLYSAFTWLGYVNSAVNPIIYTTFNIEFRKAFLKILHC
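Using a no-wash calcium dye in inducible, force-coupled HEK293 Trex cells expressing D2, we tracked fluorescence each second for 180 s after compound, then for 180 s after EC20 dopamine to detect augmented signalling.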
D2 ag = activates the human D2 dopamine receptor. P14416. HEK293 T-REx D2 cells, calcium flux agonist mode. activation, % at 2 µM. actives 0.53% (n = 340,000);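 active = activation over 3 SD above normal in the single-dose calcium agonist read, cut at about 30% in these data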; also: 0% is about no effect
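Tetracycline-induced HEK293 T-REx cells with force-coupled D2 receptor, plated overnight at 30 C, loaded with no-wash calcium dye. After a 10 s baseline, compound was pin-added and calcium flux read kinetically for 180 s; calcium rises flagged agonists.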
D2 antag = antagonists of human D2 dopamine receptor | HEK293 TREx D2 cells, calcium flux, dopamine EC80 | P14416 | inhibition, % at 10 µM | actives 2% (n = 340,000); in the data active = inhibition above about 30%; also: 0% is about no effect
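Tetracycline-induced HEK293 T-REx cells expressing D2 force-coupled to calcium signalling were dye-loaded, exposed to compound for 180 s, then challenged with an EC80 of dopamine; calcium flux was followed kinetically for a further 180 s.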
D1 antagonist = antagonists of human D1 dopamine receptor | P21728 | HEK293 TREx D1 cells, calcium flux, dopamine EC80; active compounds read low | activity change, negative = inhibition, % at 10 µM | actives 3.2% (n = 360,000) | AID 504652; in the data active = activity change below about -30%; also: % is scaled to controls: 0 for no effect and ±100 for the full control effect
Target sequence (P21728 whole entry, looked up): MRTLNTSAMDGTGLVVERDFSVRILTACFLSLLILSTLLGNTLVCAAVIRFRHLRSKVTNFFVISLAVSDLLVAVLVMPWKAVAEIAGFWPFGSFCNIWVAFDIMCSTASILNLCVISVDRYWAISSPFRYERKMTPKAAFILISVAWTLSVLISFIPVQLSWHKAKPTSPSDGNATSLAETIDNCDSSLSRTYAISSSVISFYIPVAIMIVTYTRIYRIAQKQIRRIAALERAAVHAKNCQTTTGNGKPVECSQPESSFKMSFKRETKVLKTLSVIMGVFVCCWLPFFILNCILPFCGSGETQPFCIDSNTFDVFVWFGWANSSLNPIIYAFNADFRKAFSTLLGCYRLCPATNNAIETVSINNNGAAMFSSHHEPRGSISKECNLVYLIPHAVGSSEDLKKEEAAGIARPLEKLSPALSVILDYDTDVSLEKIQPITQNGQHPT
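After overnight tetracycline induction at 30 C, force-coupled D1 HEK293 cells took up a no-wash calcium dye at room temperature. Compounds were added and monitored 180 s, and the response to EC80 dopamine was then recorded.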
TRHR agonist = activates the human TRH receptor; P34981; TRHR cells, calcium flux fluo-8, FDSS agonist mode; activation, % at 2 µM; actives 0.18% (n = 360,000); AID 493084; also: 0% is about no effect
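Steps: seed TRHR cells overnight; add fluo-8 no-wash Ca dye, RT 30 min–1.5 h; record 10 s baseline; pin-transfer compounds; monitor fluorescence 1 cycle/s for the agonist window. Calcium increases flag candidate agonists.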
RXFP1 antagonist = RXFP1 (human) relaxin receptor antagonism; actives 0.59% (n = 350,000); Q9HBX9; HEK293-RXFP1, relaxin-stimulated cAMP HTRF, 30 min; active compounds read low; activity change, negative = inhibition, % at 57.5 µM; AID 1259400;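 active = activity change of -60% or lower, but not beyond a set lower limit; inconclusive = change between -60% and -40%, or beyond the set limit; inactive = change above -40%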; also: % is scaled to controls: 0 for no effect and ±100 for the full control effect
D1 potentiator = enhances dopamine response at the human D1 receptor. actives 0.036% (n = 360,000). HEK293 TREx D1 cells, calcium flux, dopamine EC20 potentiation. potentiation, % at 10 µM; in the data active = potentiation above about 30%; also: 0% is about no effect
D1 agonist = human D1 receptor agonism | HEK293 T-REx D1 cells, calcium flux, agonist mode | activation, % at 2 µM | actives 1% (n = 360,000) | AID 504660; also: 0% is about no effect
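Tetracycline-induced HEK293 TREx D1 cells, force-coupled to calcium signalling, were dye-loaded with a no-wash calcium kit. Compound was pin-added after a 10 s baseline. Fluorescence was read kinetically at 1 cycle/s for 180 s, with calcium rises flagged as agonism.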
* marks the source's active call; other numbers are inactive results; u = inconclusive; x = no result given; & = joins results of further samples. Rule as the data show it, unless noted: active = activation above about 30%; inactive = the rest.

molecule	TRHR PAM	D2 potentiator	D2 ag	D2 antag	D1 antagonist	TRHR agonist	RXFP1 antagonist	D1 potentiator	D1 agonist
CC(=O)Oc1ccc(N2C(=O)C3C4C=CC(O4)C3C2=O)cc1 (stereo not drawn)	8.7	1.7	-1.3	-7.3	4.2	-2.1	-10.2	9.5	1.9
CC(NC(=O)CN(C)CC(=O)Nc1ccccc1Br)c1ccccc1 (stereo not drawn)	0.9	14.5	-0.6	10.7	0.5	0.2	13.8	-0.3	3.2
Cc1cnc(C(=O)NCC(=O)Nc2ccccc2Br)cn1	2.5	0.8	-0.2	15.0	-7.0	0.2	2.4	-1.1	4.8
O=NN(CCCl)C(=O)NCCCl	4.3	2.9	1.2	-11.8	24.4	0.5	-12.0	-6.6	1.1
CCOC(=O)COn1c(=O)c(=O)n(OC)c2ccccc21	1.3	11.0	1.0	0.0	8.6	-1.3	8.5	-4.2	1.3
Cc1c(C)n(Cc2ccccc2)c2ccc(C(=O)OCCCN(C)C)cc12	2.5	10.1	0.5	-13.9	15.5	-0.5	u	-1.6	3.0
CC1CC(C)(C)n2c(O)c(N=NC(N)=S)c3cccc1c32 (stereo not drawn)	-24.3	-14.3	0.3	15.4	-0.6	-0.1	-2.0	-6.3	1.2
Nc1nc(F)cc(NCc2ccccc2)n1	-4.9	x	0.6	6.1	-4.8	3.4	6.2	-3.4	6.7
O=C(/C=C/c1ccc(Cl)cc1)N1CCC(c2nc3ccccc3o2)CC1	0.2	9.4	2.5	x	-4.5	-0.1	2.0	-0.8	-1.4
Cc1ccc(N(CC(N)=O)C2SC(=O)N(C)C2=O)cc1 (stereo not drawn)	-3.3	-15.1	-1.2	1.6	-2.2	0.0	4.5	-4.0	3.2
C/C(CC(=O)Nc1ccc(Cl)c(Cl)c1)=N\NC(N)=S	6.5	-13.0	0.4	0.8	-5.8	0.3	-8.8	-3.6	8.2
O=C(Nc1ccccc1)Nc1nnc(SCc2ccc(Cl)cc2)s1	1.3	11.8	0.5	11.4	-13.2	0.3	-0.1	-9.6	5.1
CCCCCCNC(=O)CSc1nccn1Cc1ccccc1	1.6	1.0	-1.0	-8.4	-3.0	-0.6	-8.8	3.4	-0.1
O=S(=O)(c1ccc(Cl)cc1)N1CCN(CCc2ccccc2)CC1	-4.5	-11.4	0.1	-8.6	5.8	-1.0	-20.3	-1.9	1.7
CC1CCCCC1NC(=O)CSc1nnc(-c2ccccc2)n1N (stereo not drawn)	-1.2	3.4	-0.3	8.6	10.0	-0.2	10.2	4.4	-0.4
CCOC(=O)CC(C#N)c1c[nH]c2ccccc12 (stereo not drawn)	-2.3	11.5	0.4	4.3	-0.9	0.2	5.6	-1.1	0.1
Cc1nnc(NC(=O)CCC(=O)N2CCN(CCOc3cccc4ccccc34)CC2)s1	-14.0	-23.5	54.7*	52.4*	6.4	0.1	-1.0	-10.2	1.9
CS(=O)(=O)c1cccc(C(=O)Nc2nnc(C3=COCCO3)o2)c1	3.0	6.6	-0.2	0.2	1.0	-0.4	0.1	-5.3	1.7
CSc1nc2ccccc2n1CC(=O)N1CCCCC1	5.3	3.2	0.7	-36.9	-10.8	2.4	-2.6	-6.7	2.3
O=S(=O)(NCc1ccc(Cl)cc1)NCc1ccc(Cl)cc1	-0.5	-5.3	-0.1	-13.1	2.1	0.7	4.6	1.6	3.6
COc1cccc(/C=C/C(=C2/C(=O)N(c3ccccc3)N=C2C)c2ccc(C)cc2)c1OC	0.2	5.3	0.3	-8.2	0.7	1.3	-0.7	-6.4	2.2
COc1ccc(NC(=O)CC2C(=O)N(C)C(=S)N2Cc2cccs2)cc1 (stereo not drawn)	-3.7	-6.2	-0.4	-12.0	-5.9	-0.3	-6.5	8.9	2.4
C=C1CCN([C@H](C(=O)NCc2ccc(Cl)cc2)C(C)C)S(=O)(=O)c2ccccc21	1.3	-1.4	0.0	-8.1	6.3	-0.3	x	0.5	2.1
CCOC(=O)N1CCC(=NNC(=O)c2ccccc2F)CC1	-5.6	3.3	-0.3	10.0	-8.9	0.3	-2.3	-5.0	0.8
Cc1cccc(NC(=S)NCc2ccco2)n1	-7.3	0.2	-0.7	8.7	13.3	-0.8	-3.4	-8.3	1.3
Cc1ccc2c(c1)c1c(n2C)-c2[nH]ncc2CC1	-1.3	-5.9	0.4	-8.6	4.0	0.0	-14.7	-7.3	-1.1
c1ccc(C2=NNC(c3ccccn3)=NN2)nc1	-9.5	8.8	-0.3	0.0	16.5	-0.4	-3.9	-1.2	1.6
O=S(=O)(c1cccs1)N1CCN(c2ccnc3cc(Cl)ccc23)CC1	-7.6	-1.8	0.0	3.4	10.7	-0.1	-32.6	0.6	4.5
COc1ccc(CN2CCN(Cc3ccco3)CC2)cc1	0.0	x	x	x	4.9	0.5	-8.5	-3.8	1.2
O=C(/C=C/c1ccc(Cl)cc1)N(Cc1ccccc1)c1ccccn1	-2.7	-6.1	-0.3	13.7	-1.0	0.0	-29.5	1.2	9.4
COc1ccc(C2=NN3C(C2)c2ccccc2OC3c2cccs2)cc1 (stereo not drawn)	-3.9	2.8	-0.4	10.7	-4.4	0.1	-10.7	-4.5	2.2
O=C(NCCc1c[nH]c2ccccc12)C(F)(F)F	3.0	-2.3	-0.5	-3.6	0.6	-0.4	1.6	-4.2	4.5
CC(=O)Nc1ccc(S(=O)(=O)NC2(C(F)(F)F)C(=O)Nc3c2c(=O)[nH]c(=O)n3Cc2ccco2)cc1 (stereo not drawn)	-4.3	-2.4	2.5	-11.1	1.0	1.0	5.6	-8.1	1.0
COc1ccc(CNC(=O)C2CCN(C(=O)N3CCOc4ccc(C)cc43)CC2)cc1	2.6&2.9	-12.8&14.2	0.2&-0.2	-7.2	11.1&-24.1	0.1&-0.4	-1.3&4.4	3.8&-0.4	1.8&0.0
O=C(NCCCN1CCN(c2ccc(F)cc2)CC1)c1ccc2nc(Cc3ccccc3)oc2c1	-5.7	-17.2	2.5	x	-38.4*	0.5	-28.8	-3.9	25.6
C#CCOCCOCCOCCNc1nc(N2CCN(C(=O)[C@H](CCCCN)n3cc([C@@H](N)CC(C)C)nn3)CC2)nc(N2CCN(C(=O)[C@H](CCCCN)n3cc([C@@H](N)CC(C)C)nn3)CC2)n1	-1.6	-1.0	-0.2	-5.5	16.7	0.2	x	4.4	-3.6
CC(C)CC(NC(=O)C(NC(=O)C1OC2OC(C)(C)OC2C2OC(C)(C)OC12)C(C)C)C(=O)O (stereo not drawn)	6.4	-7.8	0.6	-5.2	2.5	0.3	-10.5	-6.0	0.6
O=C(NCc1ccco1)c1ccc([N+](=O)[O-])cc1Cl	-3.9	4.7	-0.8	-18.7	-6.2	0.3	1.0	-7.9	-0.1
COC(=O)c1cc(CNC(=O)c2ccc(N3CCCC3)c([N+](=O)[O-])c2)ccc1OC	5.2	11.1	-0.2	-4.9	10.0	-0.4	4.8	5.8	1.0
Cc1cccc(NC(=O)c2ccc([N+](=O)[O-])s2)n1	-1.5	4.0	-1.4	0.5	-9.5	-0.4	5.4	-6.0	1.6
C/C(=N\NC(=O)CCCNc1cccc(C)c1)c1ccncc1	8.3	4.8	-1.2	21.0	5.6	0.6	2.1	-2.4	0.5
CCOc1ccc(-c2ccc(NS(=O)(=O)c3ccc([N+](=O)[O-])cc3)cc2)nn1	2.9	-3.1	0.3	0.8	7.0	-1.8	-1.8	-7.8	1.5
Cc1c(C=O)c2ccccc2n1CC(=O)NC(C)c1ccccc1 (stereo not drawn)	0.4	1.4	0.4	-1.7	-17.1	0.8	8.4	-4.1	7.3
O=c1oc(/C=C/c2ccccc2)nc2sc3c(c12)CCC3	-2.6	-11.3	-0.2	25.1	43.6	0.0	-1.8	-0.9	-2.6
Cc1ccc(C(c2sc3nc(-c4ccco4)nn3c2O)N2CCN(Cc3ccccc3)CC2)cc1 (stereo not drawn)	9.2	0.9	-0.9	x	x	-0.3	-15.7	-2.6	8.4
Cn1c(=O)n(CCc2ccccc2)c2ccccc21	0.0	-3.8	-1.4	-9.9	0.6	-0.3	10.3	7.6	0.6
COCCNC(=O)CN(C(=O)Cn1nnc2ccccc21)c1ccc(C)c(F)c1	2.9	3.4	-2.2	6.1	5.6	-0.7	-12.4	6.7	0.0
Cc1ccc(-c2nnn(CC(=O)N(CCN3CCOCC3)C(C(=O)NC(C)(C)C)c3ccc(C)o3)n2)cc1 (stereo not drawn)	36.6*	3.6	-0.1	-5.1	2.4	-0.1	-7.8	-1.4	1.3
CCOC(=O)CNC(=O)c1ccc2[nH]c3ccccc3c2c1	-2.5	4.3	-1.6	-3.4	6.4	-1.6	-5.4	3.5	0.1
COc1ccc2c(=O)c3ccccc3oc2c1	-11.9	1.6	0.0	-17.6	-4.8	0.8	7.7	-1.6	-0.1
COCc1cc(N2CCCCC2)nc(-c2ccccc2)n1	-3.1	4.2	0.3	-3.6	-5.0	0.4	-15.4	-1.6	0.4
Cc1cc(/C=C2\SC(=O)N(C)C2=O)c(C)n1-c1cccc(C(=O)O)c1	-5.7	-2.3	-0.2	-5.4	-0.5	0.5	0.1	-3.6	0.9
Cc1cc(C)cc(NC(=O)CN2CCN(CCN=CC3=C(O)CC(C)(C)CC3=O)CC2)c1	2.0	23.4	0.1	-0.3	-5.0	-0.6	1.6	-7.8	-1.2
O=C(COC(=O)c1cccnc1Cl)NCC1CCCO1 (stereo not drawn)	-1.2	2.1	0.9	-11.2	10.7	1.5	-30.9	1.1	-2.2
Cc1c(Cl)cccc1NC(=O)Cn1c(-c2ccc(F)cc2)noc1=O	-2.9	-2.6	-0.7	21.3	-3.3	-0.8	-1.0	2.0	7.8
CN(C)C(CNc1ccc([N+](=O)[O-])cc1C#N)c1ccccc1 (stereo not drawn)	-3.5	-7.7	-0.1	-7.7	1.7	-0.3	-4.3	-2.8	0.6
c1cncc(CNc2ncnc3ccc(-c4ccco4)cc23)c1	-5.1	x	x	x	-76.9*	0.2	x	-10.4	0.4

Grouped by structure, the entries above containing a CF3 group.
molecule	TRHR PAM	D2 potentiator	D2 ag	D2 antag	D1 antagonist	TRHR agonist	RXFP1 antagonist	D1 potentiator	D1 agonist
O=C(NCCc1c[nH]c2ccccc12)C(F)(F)F	3.0	-2.3	-0.5	-3.6	0.6	-0.4	1.6	-4.2	4.5
CC(=O)Nc1ccc(S(=O)(=O)NC2(C(F)(F)F)C(=O)Nc3c2c(=O)[nH]c(=O)n3Cc2ccco2)cc1 (stereo not drawn)	-4.3	-2.4	2.5	-11.1	1.0	1.0	5.6	-8.1	1.0

Compounds as they come; overall some 7.1% were active at least once.
